Compound activity as filed in PubChem.
LYPLA2 counter: LYPLA2 inhibitors, primary screen, counter-screen for PME1 inhibitor project, biochemical, fluorescence polarization, FP-Rh probe ABPP. Acyl-protein thioesterase 2 (Homo sapiens), O95372. recombinant LYPLA2. inhibition, % at 5.9 µM. actives 0.38% (n = 320,000). AID 2177, 2009;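 active = inhibition above the screen-wide mean plus 3 SD, limit set per campaign, cut at about 26% in these data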;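 note: 0% = LYPLA2 with DMSO and 100% = wells lacking LYPLA2 enzyme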
Target sequence (O95372 whole entry, looked up): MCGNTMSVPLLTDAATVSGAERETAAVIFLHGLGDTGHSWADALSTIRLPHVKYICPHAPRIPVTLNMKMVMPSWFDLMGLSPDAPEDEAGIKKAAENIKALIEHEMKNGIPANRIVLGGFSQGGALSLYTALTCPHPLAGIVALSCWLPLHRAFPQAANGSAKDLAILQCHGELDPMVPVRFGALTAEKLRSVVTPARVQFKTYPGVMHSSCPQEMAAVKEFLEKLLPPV
pPAFAH FP inh: pPAFAH enzyme inhibitors, primary screen, biochemical, fluorescence polarization, human; Platelet-activating factor acetylhydrolase (Homo sapiens), Q13093; recombinant pPAFAH, FP-rhodamine probe fluorescence polarization; inhibition, % at 3.39 µM; actives 1.5% (n = 330,000); AID 463082, 2010;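 active = inhibition above the mean inhibition across the screen plus 3 SD, cut at about 25% in these data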;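 note: inhibitors block binding of the rhodamine activity-based probe so polarization drops; 0% = enzyme with DMSO and 100% = wells lacking pPAFAH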
Target sequence (Q13093 whole entry, looked up): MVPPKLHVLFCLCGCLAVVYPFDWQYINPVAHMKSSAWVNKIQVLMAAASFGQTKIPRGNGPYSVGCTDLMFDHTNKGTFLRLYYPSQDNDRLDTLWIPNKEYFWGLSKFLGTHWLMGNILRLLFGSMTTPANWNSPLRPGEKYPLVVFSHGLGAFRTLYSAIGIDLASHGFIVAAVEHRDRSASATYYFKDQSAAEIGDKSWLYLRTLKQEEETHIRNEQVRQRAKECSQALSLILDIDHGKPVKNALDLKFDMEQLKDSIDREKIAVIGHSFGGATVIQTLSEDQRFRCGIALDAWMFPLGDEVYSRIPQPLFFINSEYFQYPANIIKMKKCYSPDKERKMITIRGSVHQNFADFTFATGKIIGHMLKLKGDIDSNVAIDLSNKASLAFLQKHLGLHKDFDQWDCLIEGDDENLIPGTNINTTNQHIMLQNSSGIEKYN
PAFAH2 inh: PAFAH2 enzyme inhibitors, primary screen, biochemical, fluorescence polarization, human; AID 492956, 2010; recombinant PAFAH2, FP-rhodamine activity probe; actives 0.99% (n = 340,000); inhibition, % at 3.39 µM;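 active = inhibition above the mean over all tested compounds plus 3 SD, cut at about 30% in these data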;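 note: inhibitors block probe labeling of enzyme so polarization drops; 0% = enzyme with DMSO and 100% = wells lacking PAFAH2 protein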
EBNA-1 inh: EBNA-1 DNA-binding inhibitors, primary screen, biochemical, fluorescence polarization; actives 0.34% (n = 300,000); AID 1950, 2009; inhibition, % at 14.8 µM; in the data active = inhibition above about 28%
PAFAH1B2 inh: PAFAH1B2 enzyme inhibitors, primary screen, biochemical, fluorescence polarization, human. Platelet-activating factor acetylhydrolase IB subunit alpha2 (Homo sapiens), P68402. recombinant PAFAH1B2, FP-rhodamine activity probe. inhibition, % at 3.39 µM. actives 1.2% (n = 340,000). AID 492953, 2010;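 active = inhibition above the mean of all tested compounds plus 3 SD, cut at about 24% in these data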;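 note: 0% = enzyme with DMSO and 100% = wells lacking PAFAH1B2; many of its hits are not listed in these tables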
PREPL inh: PREPL enzyme inhibitors, primary screen, biochemical, fluorescence polarization; inhibition, % at 5.96 µM; Prolyl endopeptidase-like (Homo sapiens), Q4J6C6; actives 0.68% (n = 320,000); AID 2751, 2010; recombinant PREPL, fluorescence polarization activity-based probe; in the data active = inhibition above about 43%;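 note: 0% = enzyme with DMSO and 100% = wells lacking enzyme; many of its hits are not listed in these tables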
LYPLA1 inh: LYPLA1 inhibitors, primary screen, counter-screen for PME1 inhibitor project, biochemical, fluorescence polarization, FP-Rh probe ABPP. Acyl-protein thioesterase 1 (Homo sapiens), O75608. recombinant LYPLA1. inhibition, % at 5.9 µM. actives 0.16% (n = 320,000);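 active = inhibition above the mean of all tested compounds plus 3 SD, set per campaign, cut at about 14% in these data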;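 note: inhibitors block serine hydrolase probe labeling of LYPLA1 so polarization falls; 0% = enzyme with DMSO and 100% = wells lacking LYPLA1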
ZTA counter: ZTA (EBV) inhibition in EBNA-1 counter-screen; ZTA-DNA binding, fluorescence polarization; actives 0.15% (n = 320,000); inhibition, % at 11 µM; AID 2234; P03206; in the data active = inhibition above about 33%
Target sequence (P03206 whole entry, looked up): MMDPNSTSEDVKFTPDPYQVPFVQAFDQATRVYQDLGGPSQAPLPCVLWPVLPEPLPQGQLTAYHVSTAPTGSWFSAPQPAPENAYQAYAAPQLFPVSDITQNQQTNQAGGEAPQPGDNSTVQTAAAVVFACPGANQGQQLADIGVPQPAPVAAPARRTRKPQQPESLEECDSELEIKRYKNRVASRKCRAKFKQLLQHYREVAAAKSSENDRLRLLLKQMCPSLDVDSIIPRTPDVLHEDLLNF
PAFAH1B3 inh: PAFAH1B3 enzyme inhibitors, primary screen, biochemical, fluorescence polarization, human. recombinant PAFAH1B3, FP-rhodamine probe. inhibition, % at 3.39 µM. actives 0.28% (n = 340,000). Platelet-activating factor acetylhydrolase IB subunit alpha1 (Homo sapiens), Q15102;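 active = inhibition above the screen-wide average of all tested compounds plus 3 SD, cut at about 25% in these data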;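 note: 0% = enzyme with DMSO only and 100% = wells lacking PAFAH1B3 protein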
An asterisk follows results filed as active; x = not tested or not shown.

SMILES | LYPLA2 counter | pPAFAH FP inh | PAFAH2 inh | EBNA-1 inh | PAFAH1B2 inh | PREPL inh | LYPLA1 inh | ZTA counter | PAFAH1B3 inh
CCCc1ccc2oc(C(=O)N3CCC(O)CC3)c(C)c2c1 | 5 | 39* | -3 | -7 | -2 | 10 | 0 | -6 | 3
CCN(CCCNC(=O)CC(C(=O)N1CCc2ccccc21)n1ccnc1)c1ccccc1 (configuration not stated) | -7 | 5 | 2 | -5 | 5 | 13 | -6 | -2 | 5
COC(=O)C(C(=O)Nc1cccc(C)n1)C1CCCCCC1 (configuration not stated) | -2 | 1 | 0 | -9 | -2 | 17 | 0 | 0 | 3
C/C(CCc1ccccc1)=N\NC(=O)c1ccc(CN2CCOCC2)cc1 | -1 | 0 | -6 | -10 | 2 | 4 | 1 | -1 | -3
COc1ccc(-c2cc(C(F)F)n3ncc(C(=O)Nc4c(C)n(C)n(-c5ccccc5)c4=O)c3n2)cc1 | -1 | 0 | -2 | -2 | 1 | 0 | -3 | -1 | 2
CC1CCN(S(=O)(=O)c2cccc(C(=O)N3CCN(c4ccc(F)cc4)CC3)c2)CC1 | 1 | -1 | 1 | -10 | 8 | 8 | 0 | 6 | 7
CC1CC(C)CN(C(=O)COC(=O)c2cc(S(=O)(=O)N3CCOCC3)ccc2F)C1 (configuration not stated) | 1 | 2 | 4 | 9 | 3 | 0 | -1 | 10 | 5
Cc1c(Cl)cccc1NC(=S)N(CCN(C)C)C(C)c1ccccn1 (configuration not stated) | 6 | 3 | 5 | 6 | 1 | 5 | 6 | 0 | 5
C[C@H]1CN([C@@H](C)CO)C(=O)c2cc(NC(=O)C3CCCCC3)ccc2O[C@H]1CN(C)CC1CCCCC1 | x | -1 | 1 | x | 1 | 15 | x | x | 0
O=C(CNC(=O)c1ccc(Cl)cc1Cl)OCC(=O)N1CCCC1=O | 2 | -1 | 0 | 5 | 1 | 11 | 0 | 2 | 3
CCOC(=O)C1CCCN(CCC(=O)Nc2cc(C)cc(C)c2)C1 (configuration not stated) | -10 | -10 | -18 | -2 | -9 | 9 | -5 | 14 | -20
CCOC(=O)C1=CC[C@@H](c2cccc(C)c2)N(S(=O)(=O)c2ccc(C)cc2)[C@H]1C(=O)OCC | 3 | -3 | -4 | x | 2 | 13 | 0 | -4 | 12
COCCN(Cc1ccccc1)C(=O)c1cc(S(=O)(=O)N2CCCCCC2)ccc1OC | 3 | 5 | 9 | -7 | -1 | 5 | 3 | 7 | -3
COC(=O)C1CCN(C(=O)COC(=O)c2cc(-c3ccccc3)nc3ccc(OC)cc23)CC1 | -4 | 7 | -6 | x | 5 | -24 | -8 | 15 | -2
CC(=O)c1ccc(N(CC(=O)NC2CCCC2)C(=O)CNC(=O)c2ccco2)cc1 | 3 | 4 | -2 | -4 | -9 | -9 | 2 | -22 | 3

Entries of single compounds, looked up by structure. Order of screens: LYPLA2 counter | pPAFAH FP inh | PAFAH2 inh | EBNA-1 inh | PAFAH1B2 inh | PREPL inh | LYPLA1 inh | ZTA counter | PAFAH1B3 inh
O=C(CNC(=O)c1ccc(Cl)cc1Cl)OCC(=O)N1CCCC1=O as listed: 2 | -1 | 0 | 5 | 1 | 11 | 0 | 2 | 3
COC(=O)C(C(=O)Nc1cccc(C)n1)C1CCCCCC1 (configuration not stated) as listed: -2 | 1 | 0 | -9 | -2 | 17 | 0 | 0 | 3
CCCc1ccc2oc(C(=O)N3CCC(O)CC3)c(C)c2c1 as listed: 5 | 39* | -3 | -7 | -2 | 10 | 0 | -6 | 3
CCN(CCCNC(=O)CC(C(=O)N1CCc2ccccc21)n1ccnc1)c1ccccc1 (configuration not stated) as listed: -7 | 5 | 2 | -5 | 5 | 13 | -6 | -2 | 5
COC(=O)C1CCN(C(=O)COC(=O)c2cc(-c3ccccc3)nc3ccc(OC)cc23)CC1 as listed: -4 | 7 | -6 | x | 5 | -24 | -8 | 15 | -2

The listing picks up, starting two compounds before the break.
SMILES | LYPLA2 counter | pPAFAH FP inh | PAFAH2 inh | EBNA-1 inh | PAFAH1B2 inh | PREPL inh | LYPLA1 inh | ZTA counter | PAFAH1B3 inh
COC(=O)C1CCN(C(=O)COC(=O)c2cc(-c3ccccc3)nc3ccc(OC)cc23)CC1 | -4 | 7 | -6 | x | 5 | -24 | -8 | 15 | -2
CC(=O)c1ccc(N(CC(=O)NC2CCCC2)C(=O)CNC(=O)c2ccco2)cc1 | 3 | 4 | -2 | -4 | -9 | -9 | 2 | -22 | 3
COC(=O)c1ccc(OCc2cc(=O)n3ccsc3n2)cc1 | 9 | 6 | 6 | -7 | -1 | -12 | -2 | -18 | 8
COc1ccc(NC(=O)CCNC(=O)Cn2cnc3ccccc3c2=O)cc1OC | 4 | -5 | -10 | -9 | 4 | 1 | -1 | 8 | 0
Oc1ccccc1N1CCN(c2ccc3ccccc3n2)CC1 | 3 | 7 | -2 | -6 | 6 | 54* | -1 | 13 | 0
CC(=O)c1ccc(N2CCN(C(C)C(=O)Nc3ccc4c(c3)OCCO4)CC2)cc1 (configuration not stated) | x | 2 | 0 | x | 7 | 4 | x | x | 1
O=C(CC1(c2ccc(Cl)cc2)C2CC3CC(C2)CC1C3)NCCO (configuration not stated) | 5 | 1 | 5 | 0 | 14 | 12 | 3 | -4 | 7
CCc1ccc(C(=O)NC2CCCCC2)s1 | 0 | 7 | -4 | 4 | 4 | 11 | -2 | 2 | 2
Cc1ccsc1C(=O)OCC(=O)N1CCc2ccccc2C1 | -3 | 7 | 5 | 3 | 1 | 5 | 1 | 6 | 2
COc1cc(C(=O)OC2CCN(C)CC2)cc(OC)c1OC | 7 | 2 | -4 | 4 | 1 | 6 | 0 | 3 | 3
O=C(O)Cc1csc(-c2ccc(F)cc2)n1 | 2 | 5 | 3 | 0 | 1 | 3 | -6 | -5 | 5
O=C(CN1CCCCC1)N1CCN(S(=O)(=O)c2ccccc2)C1 | -3 | 3 | 1 | 8 | 4 | -2 | -1 | 0 | 3
CCCc1nc2ccccc2c(C(=O)OCC(=O)N2CCc3ccccc32)c1CC | -2 | 4 | -14 | -3 | 2 | 6 | -1 | -1 | 4
C=C(C)CSc1nc2ccccc2c(=O)n1-c1c(C)n(C)n(-c2ccccc2)c1=O | 4 | 6 | 3 | 0 | 7 | 10 | 4 | -3 | 5
CC(=O)Nc1ccc(N/C=C/C(=O)c2ccco2)cc1 | -1 | 3 | -4 | -1 | 3 | 4 | 1 | 0 | -4
C/C(Cl)=C\Cn1c(N2CCCCCC2)nc2c1c(=O)n(C)c(=O)n2C | 3 | 5 | 0 | -3 | 2 | 18 | 2 | 14 | -5
COc1cccc(N2CC(C(=O)Nc3nnc(SCC(=O)NC4CCCC4)s3)CC2=O)c1 (configuration not stated) | -1 | 0 | 4 | 3 | 2 | -3 | -1 | 3 | -1
COc1ccc(Cc2n[nH]c(=S)n2NC(=O)Nc2ccc(C)cc2)cc1 | 9 | 2 | -2 | -4 | 11 | 7 | 5 | 3 | 4
COc1cccc(-c2cc(C(=O)Nc3ccc([N+](=O)[O-])cn3)c3ccccc3n2)c1 | -12 | 2 | -6 | -21 | 6 | 2 | -6 | -4 | 4
Cc1sc2ncn(CC(=O)NCCc3ccccc3)c(=O)c2c1C | 3 | 1 | 2 | 3 | -1 | 8 | 2 | 22 | 0
Cn1c2ccccc2c2cc(C(=O)OCC(=O)N3CC(=O)Nc4ccccc43)sc21 | -17 | -1 | -4 | 13 | -8 | -2 | -9 | 15 | -16
COc1cc(C(=O)OCC(=O)N(C)Cc2ccccc2)cc(OC)c1OC | 4 | 4 | 3 | 4 | 3 | 1 | 3 | 10 | 8
Cc1nc2[nH]c(=O)c3c(n2n1)NC1=C(C(=O)CC(C)(C)C1)C3c1ccccc1 (configuration not stated) | 5 | 2 | 8 | 10 | 3 | 4 | -2 | 12 | 8
CCCC(=O)Nc1ccc(NCc2ccc(C)s2)cc1 | 1 | 3 | -6 | 2 | 3 | -1 | 2 | 7 | -2
CCOc1ccc(Nc2ccc3nonc3c2[N+](=O)[O-])cc1 | 13 | -1 | 10 | -3 | 1 | 18 | -1 | -4 | 11
Cc1sc2ncn(CC(=O)N3CCC(C(N)=O)CC3)c(=O)c2c1S(=O)(=O)N1CC(C)CC(C)C1 (configuration not stated) | 5 | 5 | 5 | 1 | 3 | 6 | -3 | 4 | 3
CC(C)(C)OC(=O)NCc1ccc(CNC(=O)c2[nH]cnc2C(=O)N[C@@H](Cc2ccccc2)C(=O)OCc2ccccc2)cc1 | -33 | -10 | -44 | -2 | -20 | 1 | -20 | 11 | -18
CCOc1ccc(NC(=O)CCNC(=O)C2CCN(S(=O)(=O)c3ccccc3)CC2)cc1 | 1 | 4 | 5 | -4 | 1 | 8 | 1 | 20 | 0
CCOC(=O)/C(=N\NC(=O)c1ccccc1)c1ccccc1 | -1 | -1 | -1 | 0 | 2 | -4 | -2 | 5 | 15
Cc1ccc(-c2ccc(/C=C/C(=O)c3ccccc3)o2)cc1 | 1 | 17 | -4 | 0 | -3 | 10 | -5 | 18 | 3
CC(C)N(CCc1ccncc1)C(=O)Nc1ccc(F)cc1 | -2 | 2 | 0 | 8 | 1 | 0 | 3 | 16 | 6
O=C(COCC(=O)N/N=C/c1ccccc1F)N/N=C/c1ccccc1F | 4 | 7 | -2 | 4 | 0 | 2 | 0 | 11 | 2
Cn1c(Cn2c(=O)sc3ccccc32)nnc1SCc1cccc(F)c1 | -6 | 2 | -8 | -2 | -6 | -2 | 0 | 3 | 7
O=C(NC1CCCCC1)c1cccnc1Sc1ccccc1Cl | 2 | -1 | 1 | 6 | 9 | -7 | 2 | -10 | 6
O=C(c1ccc(NC(=O)C2(c3ccccc3)CCCC2)cc1)N1CCOCC1 | 2 | 2 | x | -3 | x | 2 | 0 | -2 | x
CC(C)CC(N=C1NC(C)(C)Cc2ccccc21)C(=O)O (configuration not stated) | 8 | 6 | -6 | 0 | 0 | 14 | 3 | 6 | 4
OC(COc1cccc(OCC(O)CN2CCCC2)c1)CN1CCCC1 (configuration not stated) | -5 | -3 | 3 | 2 | 1 | 20 | -1 | 9 | -4
Cc1ccc(NC(=S)NCCN2CCOCC2)cc1 | -3 | 1 | 10 | -6 | 5 | 9 | -3 | 0 | 1
CCOc1ccc(S(=O)(=O)N2CCC(C(=O)N3CCN(c4ccccc4F)CC3)CC2)cc1C | 7 | 7 | 4 | -9 | -2 | 6 | 2 | 6 | -2
COCCn1c(SCc2nnc(-c3ccc(OC)c(OC)c3)o2)nnc1-c1ccncc1 | 6 | -7 | -3 | -7 | 1 | 10 | 1 | 6 | 2
CCOc1cc(CN2CCN(c3cccc(C(F)(F)F)c3)CC2)ccc1OC | -2 | 2 | -1 | -5 | 1 | 10 | -1 | -10 | -8
CC1CCCCC1NC(=O)C1CCN(c2c3c(nc4ncnn24)CCC3)CC1 (configuration not stated) | 22 | 3 | -4 | 7 | 0 | 6 | 2 | 9 | 7
CN(C(=O)CSc1nncn1-c1ccccc1)c1ccccc1 | 8 | -1 | 1 | -2 | 8 | 2 | 2 | 2 | 9
COC(=O)c1c(C)oc(C)c1S(=O)(=O)NCC1CC1 | 5 | -2 | 7 | -6 | 3 | -3 | 0 | -5 | 12

An excerpt; count on the stated rates, not on these rows.
